KCNH2 3.1 inh: KCNH2 3.1 (human) potassium channel inhibition; AID 720553; U2OS KCNH2 3.1, thallium flux FluxOr; hits give low values; activity change, % (tested at about 1.8 µM); actives 0.95% (n = 340,000);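 active means maximum activity change below -70%; inconclusive means maximum activity change from -70% to -50%; inactive means maximum activity change above -50%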;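 further: thallium influx rate constant from kinetic fluorescence after stimulation buffer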
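Virally transduced U2OS (3.1 isoform, 4 h infection in dark at RT) → overnight 37 C → FluxOr + Red40 in HBSS/HEPES, 45 min → stimulation buffer, 2 min kinetic read → rate constant vs DMSO controls.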
Giardia killer: kills Giardia lamblia; Giardia lamblia trophozoite viability; activity change, % at 7.66 µM, hits read low; actives 0.15% (n = 340,000); AID 540267; in the data active means activity change below about -80%; inconclusive means between about -30% and that limit;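 further: parasites exposed to compound for two days anaerobically before the ATP read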
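Luminescent ATP signal served as the viability read-out, measured 15-30 min after adding ATP detection reagent to trophozoites that had been incubated with compounds for 48 hrs at 37 deg C anaerobically at 100 cells/well.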
uPA surface inh: inhibitors of cell surface uPA generation | cell surface uPA generation assay, qHTS | Potency, µM (doses to about 38.3 µM), without a hit: at the highest dose activity change, negative = inhibition, usual class: inhibitors | actives 0.31% (n = 330,000); active means well fitted inhibition curve with a large enough effect; inconclusive means small, poorly fitted or top-dose-only effect; inactive means no such curve, though single readings can be large or run the other way; tested in mouse RAW 264.7 cells; further: potency means the concentration at half of the fitted maximal effect; nearly all actives have a fitted effect of over 55% in size
The depositor's hits bear a star; ? = inconclusive; . = no result given; [ ] = dose if it differs, or a comment. On the % scale 0 is the no-effect control and ±100 the full control effect.

Molecule,KCNH2 3.1 inh,Giardia killer,uPA surface inh
COc1ccccc1NS(=O)(=O)c1ccc(C)c(NS(=O)(=O)c2cc(NC(C)=O)ccc2OC)c1,-1,-16,9%
Cc1nn(-c2ccccc2)c2c1CC(=O)Nc1ccccc1-2,11,8,-8%
CCn1c(=S)[nH]c2c(=O)n(C)c(=O)n(C)c21,8,6,-3%
CN1CCN(C(=O)c2ccc3c(c2)N(Cc2cccc(Cl)c2)C(=O)c2ccccc2S3=O)CC1 (centres undefined),2,-14,-11%
Cc1ccc2nc(NCCCO)[nH]c2c1,29,-16,2%
NC(=O)c1nccc2ccccc12,1,1,3%
Cc1ccc(C(=O)NC2CC(C)(C)NC(C)(C)C2)cc1S(=O)(=O)N1CCOCC1,9,-5,14%
O=C(c1cccc(Br)c1)N1CCN(c2ccccn2)CC1,10,14,-16%
CC1=C(O)C(=O)C(C2=C(O)C(=O)C(C)=C(O)C2=O)=C(O)C1=O,1,6,-7%
CC1(C)OC2CC3C4CCC5=CC(=O)CCC5(C)C4(F)C(O)CC3(C)C2(C(=O)CO)O1 (centres undefined),2,-1,-7%
COc1cc(Br)cc(/C=N/NC(=O)Cc2ccccc2)c1O,10,1,-6%
Cc1ccc2oc3ccccc3c(=O)c2c1,2,10,-2%
COc1ccc(-c2ccc3c(c2)[C@@H]2C[C@H](N(C)C(=O)C(C)(C)C)[C@H]([C@H](C)O)C(=O)N2CC3)cc1,-20,-6,2%
CC(=O)N[C@@H](Cc1c[nH]c2ccccc12)C(=O)OCC(=O)Nc1cc(C)on1,-14,-5,5%
CC1=CC(=O)Nc2cncnc2N1,-14,10,3%
O=C(O)c1cccc2c1C(=O)N(c1ccc3c(c1)Cc1ccccc1-3)C2=O,2,13,1%

One compound at a time, as listed above. Order of screens: KCNH2 3.1 inh, Giardia killer, uPA surface inh
`CC1(C)OC2CC3C4CCC5=CC(=O)CCC5(C)C4(F)C(O)CC3(C)C2(C(=O)CO)O1` (centres undefined) is listed as 2, -1, -7%
`CC(=O)N[C@@H](Cc1c[nH]c2ccccc12)C(=O)OCC(=O)Nc1cc(C)on1` is listed as -14, -5, 5%

More compounds follow.
Molecule,KCNH2 3.1 inh,Giardia killer,uPA surface inh
O=C1c2ccccc2C(=O)N1OCCCN1C(=O)c2ccccc2S1(=O)=O,-11,9,1%
CC1(c2nnc(-c3ccc(F)cc3)o2)CC(c2cccnc2)=NO1 (centres undefined),-13,11,11%
O=C1c2cc(CO)cc(O)c2C(=O)c2c(O[C@@H]3OC(CO)[C@@H](O)[C@@H](O)[C@@H]3O)cccc21 (some centres undefined),10,9,5%
COc1ccccc1-n1c(SCC(=O)N(C)C)nnc1-c1ccco1,1,-9,1%
CNC(=O)c1c(NC(=O)c2ccc(N3C(=O)CCC3=O)cc2)sc2c1CCC(C)C2 (centres undefined),-3,-4,8%
CC1CCCN(C(=O)c2ccc(S(=O)(=O)N3CCC(c4nc5ccccc5s4)CC3)cc2)C1 (centres undefined),-2,-4,-3%
CCCCNc1c(-c2ccc(OC)c(SC(C)CC)c2)nc2cnccn12 (centres undefined),15,-18,-4%
CN(C)C(CNC(=O)c1cccc(S(=O)(=O)N2CCN(c3ccc(F)cc3)CC2)c1)c1ccccc1 (centres undefined),-8,-13,-11%
COc1ccc(CNC(=O)[C@@H]2CC=C[C@@H]3CCN(C4CC4)C(=O)[C@@H]32)cc1,-7,6,7%
S=C(Nc1cccc2ccccc12)NN1CCCCCC1,2,2,-3%
c1ccc(CNCCCn2cnc3c(OCc4ccccc4)ncnc32)cc1,-19,9,4%
Cc1ccc2nc(SCC(=O)N3CCCc4ccccc43)nc(=O)n2c1,-15,0,0%
Cc1ccc2c(c1)S(=O)(=O)c1ccc3ccccc3c1N2,-16,-16,0%
O=S(=O)(c1ccccc1)N1CCc2ccccc21,0,1,7%
COc1ccc(OCc2nnc(SC(C)C(=O)Nc3ccc(N4CCOCC4)cc3)n2C)cc1 (centres undefined),35,6,0%
CCOC(=O)c1ccc(S(=O)(=O)N2CCC(C(=O)N3CCN(c4ccccc4OC)CC3)CC2)cc1,-2,-4,-8%
CN(C)c1ccc2c(c1[N+](=O)[O-])Cc1ccccc1-2,3,11,7%
CCCCNC(=O)COC(=O)c1c2c(nc3ccccc13)/C(=C\c1cccs1)CC2,7,-17,-9%
CCc1ccc(Cn2ncc3c(C(=O)O)cc(C)nc32)cc1,24,-6,1%
CC(C)OC(=O)C1OC1(C)c1ccccc1 (centres undefined),-26,6,-2%
CCO[C@H]1OC(C(=O)O)=C[C@@H](c2ccccc2)[C@@H]1CCCO,1,-28,6%
COc1ccc(Nc2nccc3c2ncn3C)cc1,8,-6,-4%
c1ccc(-c2nc3ccccn3c2-c2ccccc2)cc1,-6,-22,-3%
O=C(O/N=C/c1ccc(Br)cc1)c1ccc(F)cc1,-1,6,2%

Arranged by the number under uPA surface inh (lowest first): 3 from the list above.
smiles	uPA surface inh
CCc1ccc(Cn2ncc3c(C(=O)O)cc(C)nc32)cc1	1%
O=C(O/N=C/c1ccc(Br)cc1)c1ccc(F)cc1	2%
O=S(=O)(c1ccccc1)N1CCc2ccccc21	7%

Additional entries follow:
Molecule,KCNH2 3.1 inh,Giardia killer,uPA surface inh
COc1ccccc1N(C)S(=O)(=O)c1ccc(C(=O)NCC(c2ccco2)N2CCCCC2)cc1 (centres undefined),-94*,-14,-23%
Cc1cc2nc(-c3ccccc3O)[nH]c2cc1C,-31,-2,2%
Oc1ccc2ccccc2c1CNc1ccccc1,-13,-2,1%
CCN(CC(=O)Nc1ccc(NC(C)=O)cc1)C(=O)c1c(C)nn(Cc2ccc(C)cc2)c1Cl,3,-1,-18%
c1ccc(-c2cc(-c3ccccc3)ncn2)cc1,6,0,-1%
COC(=O)[C@]1(Cc2ccccc2)N[C@H](c2ccc(-c3cccc(Cl)c3)c(OC)c2)[C@@H]2C(=O)N(C)C(=O)[C@@H]21,?,13,?
CC(=N)c1c(O)cc(C)oc1=O,-10,6,6%
O=[N+]([O-])c1cccc(C=NN=Cc2ccccc2O)c1,7,1,0%
c1ccc(CNC2CC3CCC2C3)cc1 (centres undefined),20,-12,4%
C#CCOCCOCCOCCNc1nc(N2CCN(C(=O)C([C@@H](C)CC)n3cc(C(N)CO)nn3)CC2)nc(N2CCN(C(=O)C([C@@H](C)CC)n3cc(C(N)COC(=O)C(F)(F)F)nn3)CC2)n1 (some centres undefined),11,-2,0%
CC(C)(C)CN1C(N)=NC[C@@H]1c1ccccc1,0,6,0%
ON=C1c2ccccc2-c2cc(Br)ccc21,-3,0,-7%
O=C1CC(N2CCN(S(=O)(=O)c3ccccc3F)CC2)C(=O)N1c1ccccc1F (centres undefined),-2,4,10%
CCN(CC)S(=O)(=O)c1ccc(N=Nc2cc(C)cc(Br)c2O)cc1,12,-21,0%
CC(C)CNC(=O)C(=O)NCC1OCCN1S(=O)(=O)c1cccs1 (centres undefined),-12,4,1%
CCCCN1C(=O)C(C(=O)OCc2ccccc2)CC2=C1CCCC2=O (centres undefined),14,24,20%

Retrieved by structure from above:
Molecule,KCNH2 3.1 inh,Giardia killer,uPA surface inh
ON=C1c2ccccc2-c2cc(Br)ccc21,-3,0,-7%
c1ccc(CNC2CC3CCC2C3)cc1 (centres undefined),20,-12,4%

Part of the list above, set out differently.
mol: COc1ccc(CNC(=O)[C@@H]2CC=C[C@@H]3CCN(C4CC4)C(=O)[C@@H]32)cc1
  KCNH2 3.1 inh = -7	Giardia killer = 6	uPA surface inh = 7%
mol: Cc1cc2nc(-c3ccccc3O)[nH]c2cc1C
  KCNH2 3.1 inh = -31	Giardia killer = -2	uPA surface inh = 2%
mol: CN(C)c1ccc2c(c1[N+](=O)[O-])Cc1ccccc1-2
  KCNH2 3.1 inh = 3	Giardia killer = 11	uPA surface inh = 7%
mol: COc1cc(Br)cc(/C=N/NC(=O)Cc2ccccc2)c1O
  KCNH2 3.1 inh = 10	Giardia killer = 1	uPA surface inh = -6%

(next part)
Molecule,KCNH2 3.1 inh,Giardia killer,uPA surface inh
O=C(NCCCl)Nc1ncn[nH]1,9,4,4%
CCOC(=O)Cc1csc(NC(=O)c2cccc(Cl)c2)n1,-4,32[activator],2%
CC[C@H](C)[C@H]1CNC(=S)N1CC1CCN(CCCC2CCCC2)CC1,-22,-17,-13%
C=C1[C@@H](O)[C@H](CC(C)C)N(Cc2ccccc2Br)S1(=O)=O,-11,?,?
O=C1NC(=O)c2c(Br)c(Br)c(Br)c(Br)c21,8,-9,-2%
Cc1ccc(NC(=O)c2ccc(Br)o2)c([N+](=O)[O-])c1,-3,-12,-2%
CCO[C@H]1OC(C(N)=O)=C[C@@H](C2CC2)[C@@H]1CCCO,-1,-5,-4%
O=C1c2ccccc2S(=O)(=O)c2cc(C(=O)N3CCN(c4ccccc4)CC3)ccc21,-3,6,-9%
O=C(Cc1cccc(NC(=O)C2CCCN(C(=O)C3CCCCC3)C2)c1)Nc1ccc(C(=O)N2CCCCC2)cc1 (centres undefined),30,?,12%
CC(C)C(OC(=O)C1=Cc2ccccc2OC1)C(=O)NCC1CCCO1 (centres undefined),11,-1,4%
Cn1c(=O)c2[nH]c(NN=Cc3ccccc3)nc2n(C)c1=O,12,-12,2%
COc1ccc(C2c3cc(OC)c(OC)cc3CC3C(=O)OCC32)cc1OC (centres undefined),-5,9,1%
C=CCNC(=O)c1c(CSc2ccc(Cl)cc2)noc1C(=O)NCCC,-7,2,1%
Cc1ccc(S(=O)(=O)NNC(=O)c2cc(C)c(C)cc2N)cc1,-12,2,3%
Cc1cccc(C(=O)NNC(=O)c2ccc3ccccc3c2)c1,-35,-12,-1%
CN(C)CC1CCC/C(=C\c2ccc(OC(=O)/C=C/c3ccc(Cl)c(Cl)c3)cc2)C1=O (centres undefined),1,13,5%
CN(CCc1ccccc1)C(=O)c1ccc(NC(=O)Cc2ccc(NC(=O)C3CCN(C(=O)C4CC4)CC3)cc2)cc1,-73*,-1,12%
O=C(O)c1ccccc1NCc1cccnc1,7,?,3%
Cc1ccc(NC(=O)C2CCCC2)c(Br)c1,2,14,-2%
O=C(c1ccc(Cl)cc1)C1CCN(C(=S)Nc2ccccc2)CC1,0,-18,-9%
CC(=Nc1ccccc1)C1=C(O)C(CC(C)C)NC1=O (centres undefined),0,14,5%
COc1ccc(-c2ccc3c(c2)C2CC3CCN2C(=O)C(C)(C)C)cc1 (centres undefined),5,20,15%
C=CCOC(=O)C1=C[C@@H](c2coc3ccccc3c2=O)C[C@@H](OCCCCO)O1,-10,-13,8%
Nc1ncc2[nH]c(N)nc2n1,9,-25,3%
Nc1ccc2c(c1)C(=O)c1ccc(N)cc1-2,-10,5,-9%
O=C(O)c1ccccc1C1c2ccccc2Oc2ccccc21,-7,4,-2%
Oc1c(C(c2ccccc2)N2CCOCC2)ccc2ccccc12 (centres undefined),0,2,3%
O=S(=O)(c1ccccc1)C1CC1(c1ccccc1)c1ccccc1 (centres undefined),-15,7,-3%
CC(=O)OCCc1c2ccccc2c(CCCN(C)C)c2ccccc12,-20,-1,-4%
CC(=O)c1ccc(OCC(=O)Nc2cccc(C(=O)Nc3c(C)n(C)n(-c4ccccc4)c3=O)c2)cc1,14,4,-4%
CCOC(=O)C1CCN(CCCSc2ccccc2)CC1,0,5,11%
O=C(Oc1ccccc1Cl)c1ccccc1,3,12,0%
CC(=NN=C(C)c1ccc(O)cc1)c1ccc(O)cc1,.,0,-7%
COc1ccc(CCNC(=O)CCCCC(=O)NCCc2ccc(OC)c(OC)c2)cc1OC,-27,14,1%
CC(NC(=O)c1cc2c(=O)n(C)c3ccccc3c2n1C)c1ccc2c(c1)OCCO2 (centres undefined),-27,18,4%
COc1ccc(CCNC(=O)CCc2ccccc2)cc1OC,-6,4,-6%
O=[N+]([O-])c1ccc(C=NNc2ccc(S(=O)(=O)O)cc2)cc1,16,-1,6%
O=c1[nH]c(-c2ccccc2)cnc1-c1ccccc1,-10,-8,-1%

Compound activity from PubChem BioAssay.

Not all compounds are listed, so the mix of outcomes need not match the whole.
